# FUS suppressor – FUS proteinopathy suppression in yeast; S. cerevisiae FUS-expressing, growth rescue, OD600, 24 h; Potency, µM (top dose mostly 76.6 µM), for the others: top-dose growth rescue (activation), usual class: activators; actives 0.24% (n = 390,000);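 also: plate controls were DMSO vehicle for no effect and reference control for full effect; nearly all actives have a fitted effect of over 55% in size; some results filed as inactive show a strong effect at the top dose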
#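 Yeast expressing FUS under galactose induction, OD 0.005 in 2% galactose medium; compounds in a dilution series, 24 h at 30C. Growth rescue by absorbance at 600 nm; CP55940 positive control, DMSO negative.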
# Abeta yeast res – compounds reversing amyloid beta toxicity in yeast; yeast expressing A-beta42, growth rescue, OD600, 48 h; response scale: 0% DMSO, 100% iron-clioquinol control; Potency, µM (series often up to 46.1 µM), for inactives: at the top dose growth rescue, actives largely listed as activators; actives 0.063% (n = 410,000); AID 1347071; also: nearly all actives have a fitted effect of over 55% in size
#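 Yeast A-beta toxicity model in growth medium with pinned compounds, 48 h at 30 C; growth read as absorbance at 600 nm. Normalized to FeCl3/clioquinol equimolar mix (positive) and DMSO (negative).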
# * hit, by the source's call; u = inconclusive. Calls follow the shape of the dose curve; as a rule, active = well fitted activation curve with a large enough effect; inconclusive = small, poorly fitted or top-dose-only effect; inactive = no such curve, though single readings can be large or run the other way. Potency is read from the fitted curve at half-maximal effect. Only part of the results is shown. The share of hits here may be higher or lower than overall.
SMILES,FUS suppressor,Abeta yeast res
O=S(=O)(c1ccc(Br)cc1)c1nnn2c1nc(NCc1ccc3c(c1)OCO3)c1sccc12,3.2%,5.5%
Clc1ccc2c(c1)-c1c(cnc3cc(-c4ccccc4)nn13)CO2,-1.9%,-9.5%
CCN(CC)CCNC(=O)c1[nH]c2ccccc2c1Sc1ccc(Cl)cc1,-2.7%,3.8%
CCCCc1ccc(-n2nc3cc(C)c(NC(=O)c4ccc(C#N)cc4F)cc3n2)cc1,-16.1%,-2.4%
CC(=O)Nc1ccccc1-c1nc2ccccc2n(CC(=O)c2ccc(C)c(C)c2)c1=O,-9.3%,-1.6%
CC(C)CC(=O)N1c2nc(C(C)C)nn2C2(CCCCC2)[C@@H]2CCCC[C@@H]21,-5.5%,-7.9%
COC(=O)c1ccc(NC(=O)CC2C(=O)N(c3cccc(C)c3)C(=O)N2Cc2ccco2)cc1 (centres undefined),34.2%,-2.5%
O=C(NCCc1ccccc1)c1ccc2c(c1)N(Cc1ccc(F)cc1Cl)C(=O)CS2,11.6%,-10.8%
CCC(C)NC(=O)CSc1nnc(-c2ccc(C)cc2)c(-c2ccc(C)cc2)n1 (centres undefined),u,-12.9%
O=c1oc2ccccc2cc1-c1nc(-c2cccs2)no1,-17.8%,-20.0%
O=C(CC1N=C2c3ccccc3N=C(SCC(=O)Nc3ccc(F)cc3)N2C1=O)NCc1cccs1 (centres undefined),-3.1%,0.3%
Cc1cc(C)cc(-n2ccn(Cc3ccccc3C)c(=O)c2=O)c1,-5.2%,12.6%
COCCCn1c(=N)c(S(=O)(=O)c2ccccc2)cc2c(=O)n3cccc(C)c3nc21,11.7%,-11.6%
COc1ccccc1NC(=O)C1=C(C)Nc2nc(SCc3cc(C)ccc3C)nn2C1c1ccccc1 (centres undefined),-4.7%,-16.8%
CCOCCCn1c(SCC(=O)NCCCOC)nc2c(sc3ccccc32)c1=O,-19.7%,-13.7%

# Arranged by value in FUS suppressor (high to low): some entries from above.
structure | FUS suppressor
Clc1ccc2c(c1)-c1c(cnc3cc(-c4ccccc4)nn13)CO2 | -1.9%
CCN(CC)CCNC(=O)c1[nH]c2ccccc2c1Sc1ccc(Cl)cc1 | -2.7%
O=C(CC1N=C2c3ccccc3N=C(SCC(=O)Nc3ccc(F)cc3)N2C1=O)NCc1cccs1 (centres undefined) | -3.1%
Cc1cc(C)cc(-n2ccn(Cc3ccccc3C)c(=O)c2=O)c1 | -5.2%
CCOCCCn1c(SCC(=O)NCCCOC)nc2c(sc3ccccc32)c1=O | -19.7%

# Fetched by structure from the entries so far (2):
SMILES,FUS suppressor,Abeta yeast res
CCOCCCn1c(SCC(=O)NCCCOC)nc2c(sc3ccccc32)c1=O,-19.7%,-13.7%
CCC(C)NC(=O)CSc1nnc(-c2ccc(C)cc2)c(-c2ccc(C)cc2)n1 (centres undefined),u,-12.9%

# (more compounds)
SMILES,FUS suppressor,Abeta yeast res
Cc1ccc(C)c(CN2C(=O)N(c3cc(Cl)ccc3C)S(=O)(=O)c3ccccc32)c1,0.1%,5.1%
CC1CCc2c(sc(NC(=O)c3cc(-c4ccc(Br)cc4)on3)c2C(N)=O)C1 (centres undefined),-6.7%,6.5%
CC(C)Cn1c(=O)c2ccccc2n2c(-c3cccc(Cl)c3)nnc12,-18.9%,-9.6%
O=C1CC(c2ccccc2)Sc2ccccc2N1Cc1ccc(F)cc1 (centres undefined),20.8%,-8.1%
CCCc1nn2c(=O)cc(COC(=O)c3cccc(NC(=O)COc4ccccc4C)c3)nc2s1,-24.0%,2.7%
Cc1cc(C)c2c(-n3cccc3)c(C(=O)NCCCN3CCCCC3C)sc2n1 (centres undefined),28.3%,-4.2%
Cc1cn2c(=O)cc(COC(=O)c3cccc(NC(=O)C(C)Oc4ccccc4)c3)nc2s1 (centres undefined),14.2%,-0.8%
Clc1ccc(-c2nc3ccccn3c2Nc2ccc3c(c2)OCCO3)s1,8.4%,-25.2%
CCOc1ccccc1C1C(C(=O)Nc2ccccc2)=C(C)Nc2c(C(=O)Nc3ccc(F)cc3)cnn21 (centres undefined),36.9%,u
Cc1ccc(NC(=O)C2CCCN2S(=O)(=O)c2ccc3c(c2)CCCC(=O)N3)cc1Cl (centres undefined),38.2%,-11.7%
CCOC(=O)c1[nH]c2ccccc2c1NC(=O)c1ccc(C)c(C)c1,-9.0%,-8.5%
CCc1cccc(CC)c1N(COC)C(=O)Cn1c(CC)nc2ccccc21,11.5%,-2.9%
O=C(c1cc(F)cc(F)c1)N1CCC(c2nc(-c3ccc(S(=O)(=O)N4CCCC4)cc3)no2)CC1,2.0%,-4.7%
COc1ccc(/C=C\c2onc(C)c2S(=O)(=O)N2CCC(C(=O)Nc3ccc(C)cc3C)CC2)cc1,-9.5%,8.9%
Cn1c(=O)n(CCCc2ccccc2)c(=O)c2c1nc1n2CCN1c1ccc(F)cc1,-10.0%,-18.7%
O=C(c1cn(CCOc2ccc(Cl)cc2)c2ccccc12)C1CCCCC1,-17.8%,-1.1%
CCC(C)NC(=O)CCC(=O)N1Cc2ccccc2Oc2ncccc21 (centres undefined),-15.1%,-17.3%

# In another format: results already given
# Order of values – FUS suppressor	Abeta yeast res
> CCOc1ccccc1C1C(C(=O)Nc2ccccc2)=C(C)Nc2c(C(=O)Nc3ccc(F)cc3)cnn21 (centres undefined)
    36.9%	u
> Cc1ccc(NC(=O)C2CCCN2S(=O)(=O)c2ccc3c(c2)CCCC(=O)N3)cc1Cl (centres undefined)
    38.2%	-11.7%
> CCOC(=O)c1[nH]c2ccccc2c1NC(=O)c1ccc(C)c(C)c1
    -9.0%	-8.5%

# Structures listed so far containing an aryl thioether with sulfur outside any ring (four):
SMILES,FUS suppressor,Abeta yeast res
CCN(CC)CCNC(=O)c1[nH]c2ccccc2c1Sc1ccc(Cl)cc1,-2.7%,3.8%
CCC(C)NC(=O)CSc1nnc(-c2ccc(C)cc2)c(-c2ccc(C)cc2)n1 (centres undefined),u,-12.9%
COc1ccccc1NC(=O)C1=C(C)Nc2nc(SCc3cc(C)ccc3C)nn2C1c1ccccc1 (centres undefined),-4.7%,-16.8%
CCOCCCn1c(SCC(=O)NCCCOC)nc2c(sc3ccccc32)c1=O,-19.7%,-13.7%

# Screening results: PubChem BioAssay, National Center for Advancing Translational Sciences (NCATS)
